Screening data: PubChem BioAssay, National Center for Advancing Translational Sciences (NCATS)
NPC1 prom act: activators of NPC1 promoter; Huh7 NPC1 promoter luciferase reporter, 24 h; Potency, µM (series often up to 9.22 µM), for the others: at the top dose activation, hits mostly activators; 2.4% of 320,000 active;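 also: potency is read from the fitted curve at half-maximal effect; % of control where 0% means no effect; nearly all actives have a fitted effect of over 60% in size; reporter is driven by a mutant NPC1 promoter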
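Huh7 cells stably carrying NPC1 promoter–luciferase, plated in Opti-MEM with 10% FBS for 2 h, were exposed to compound in DMSO for 24 h at 37 °C; luciferase reagent was added for 10 min and luminescence read.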
VP16 counter: Gal4-VP16 reporter inhibition counter-screen; Potency, µM (top dose mostly 53.6 µM), for the others: at the highest dose activity, negative = inhibition, most hits filed as inhibitors; AID 2546; Drosophila S2 Gal4-VP16 UAS-luciferase, luminescence, 20 h; 3.5% of 310,000 active;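 also: Gal4-VP16 expression switched on by copper sulfate through the metallothionein promoter; potency is read from the fitted curve at half-maximal effect; % is scaled to controls: 0 for no effect and ±100 for the full control effect; nearly all actives have a fitted effect of over 50% in size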
ELG1 genotox: genotoxicity induction in ELG1-luciferase HEK293T cells. HEK293T ELG1-luciferase reporter, luminescence, 16 h. 1.3% of 330,000 active. AID 504466. Potency, µM (highest dose often 46 µM), for inactives: top-dose activity change, positive = activation, most hits filed as activators; also: potency is read from the fitted curve at half-maximal effect; % of control where 0% means no effect; nearly all actives have a fitted effect of over 60% in size
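Reporter readout depends on ELG1 protein level, which increases with genetic stress. After 16 hr compound exposure at 37 °C, luciferase activity was quantified using ONE-Glo.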
KCNH2 3.1 block: KCNH2 3.1 (human) potassium channel inhibition; U2OS KCNH2 3.1, thallium flux FluxOr; hits give low values; 0.95% of 340,000 active; activity change, % (tested at about 1.8 µM);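 active = maximum activity change below -70%; inconclusive = maximum activity change from -70% to -50%; inactive = maximum activity change above -50%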;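 also: thallium influx rate constant from kinetic fluorescence after stimulation buffer; % is scaled to controls: 0 for no effect and ±100 for the full control effect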
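Thallium flux via FluxOr fluorescence (Red40 quencher, 45 min loading) in U2OS cells virally expressing the KCNH2 3.1 isoform (1.77 x 10^8 /mL virus, overnight at 37 C). Rate constants from 2-min kinetic reads post-stimulation, normalised to positive and negative controls.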
Giardia kill: Giardia lamblia killing; AID 540267; activity change, % at 7.66 µM, hits read low; 0.15% of 340,000 active; Giardia lamblia trophozoite viability; in the data active = activity change below about -80%; inconclusive = between about -30% and that limit;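 also: parasites exposed to compound for two days anaerobically before the ATP read; % is scaled to controls: 0 for no effect and ±100 for the full control effect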
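Trophozoites 100 cells/well + cpd; 48 hrs, 37 deg C, anaerobic. ATPLite 1-Step added, 15-30 min RT, luminescence read (ATP-based viability).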
RORg inh: inhibitors of mouse ROR gamma transcriptional activity. P51450. AID 2551. 5.4% of 310,000 active. Potency, µM (top dose mostly 53.6 µM), without a hit: at the top dose activity change, negative = inhibition, actives largely listed as inhibitors. Drosophila S2 Gal4-RORgamma UAS-luciferase reporter, 20 h; also: potency is read from the fitted curve at half-maximal effect; % is scaled to controls: 0 for no effect and ±100 for the full control effect; nearly all actives have a fitted effect of over 60% in size
Target sequence (P51450 whole entry, looked up, the tested form may be a part): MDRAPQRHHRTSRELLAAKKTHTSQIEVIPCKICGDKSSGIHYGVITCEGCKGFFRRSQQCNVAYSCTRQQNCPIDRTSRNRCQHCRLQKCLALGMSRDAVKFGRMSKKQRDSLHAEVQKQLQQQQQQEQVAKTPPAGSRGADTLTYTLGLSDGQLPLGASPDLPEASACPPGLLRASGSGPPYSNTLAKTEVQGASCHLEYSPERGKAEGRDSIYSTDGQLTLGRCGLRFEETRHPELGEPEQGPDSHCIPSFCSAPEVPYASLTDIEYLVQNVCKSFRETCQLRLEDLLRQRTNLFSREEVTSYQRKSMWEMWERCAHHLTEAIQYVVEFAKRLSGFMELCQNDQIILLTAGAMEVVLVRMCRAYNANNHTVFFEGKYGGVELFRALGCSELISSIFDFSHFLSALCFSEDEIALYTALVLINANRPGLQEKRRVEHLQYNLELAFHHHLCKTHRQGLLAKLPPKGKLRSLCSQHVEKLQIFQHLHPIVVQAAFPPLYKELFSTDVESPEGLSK
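Drosophila S2 cells stably expressing Gal4-DBD/mouse RORγ fusion under metallothionein promoter plus UAS-luciferase; compound 1 h, then 700 uM CuSO4 induction for 20 h at ambient temperature; inhibition read as reduced luminescence.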
Rab9 prom act: activators of Rab9 promoter | 2.8% of 320,000 active | Huh7 Rab9 promoter-luciferase reporter, luminescence, 24 h | Potency, µM (titrated, usually from 9.22 µM), without a hit: top-dose activation, negative = inhibition, usual class: activators; also: potency is read from the fitted curve at half-maximal effect; % of control where 0% means no effect; nearly all actives have a fitted effect of over 60% in size
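Huh7 cells stably carrying a Rab9 promoter-luciferase reporter, 1500 cells per well in OP-MEM I with 10% FBS, treated with compound 24 hours at 37C. Luciferase activity read by luminescence after 10 minutes with Amplite reagent.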
uPA generation: blocks generation of uPA at the cell surface; cell surface uPA generation assay, qHTS; Potency, µM (highest dose often 38.3 µM), for inactives: at the top dose activity change, negative = inhibition, usual class: inhibitors; 0.31% of 330,000 active; active = well fitted inhibition curve with a large enough effect; inconclusive = small, poorly fitted or top-dose-only effect; inactive = no such curve, though single readings can be large or run the other way; tested in mouse RAW 264.7 cells; also: potency is read from the fitted curve at half-maximal effect; % is scaled to controls: 0 for no effect and ±100 for the full control effect; nearly all actives have a fitted effect of over 55% in size
FLuc modulator: counter-screen for miR-21 project: firefly luciferase inhibitors or activators. P08659. purified FLuc, Km substrates, luminescence inhibition. Potency, µM (highest dose often 57.5 µM), for the others: top-dose activity change, negative = inhibition, hits mostly inhibitors. 6.9% of 360,000 active;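 also: potency is read from the fitted curve at half-maximal effect; plate controls were vehicle for no effect and reference inhibitor for full effect; nearly all actives have a fitted effect of over 55% in size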
Target sequence (P08659 whole entry, looked up): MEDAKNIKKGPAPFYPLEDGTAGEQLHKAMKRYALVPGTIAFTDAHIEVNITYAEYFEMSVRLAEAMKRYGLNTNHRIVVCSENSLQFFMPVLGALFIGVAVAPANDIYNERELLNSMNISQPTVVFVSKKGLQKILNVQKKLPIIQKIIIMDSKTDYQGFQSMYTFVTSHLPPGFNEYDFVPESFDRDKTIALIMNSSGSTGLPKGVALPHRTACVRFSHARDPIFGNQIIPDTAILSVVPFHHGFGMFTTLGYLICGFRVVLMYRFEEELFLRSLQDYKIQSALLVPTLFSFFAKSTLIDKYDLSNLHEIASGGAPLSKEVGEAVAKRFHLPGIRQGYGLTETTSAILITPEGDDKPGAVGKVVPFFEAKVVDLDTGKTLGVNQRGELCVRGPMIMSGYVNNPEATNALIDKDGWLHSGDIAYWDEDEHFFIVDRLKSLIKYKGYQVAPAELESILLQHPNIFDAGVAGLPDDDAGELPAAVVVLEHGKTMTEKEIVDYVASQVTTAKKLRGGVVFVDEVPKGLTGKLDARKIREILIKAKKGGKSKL
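Purified P. pyralis luciferase, 10 nM final, with Km-level 10 uM D-luciferin and 10 uM ATP in 50 mM Tris acetate pH 7.5, 10 mM Mg acetate, 0.01% Tween-20, 0.05% BSA; 6-point qHTS titration about 60 µM downward; luminescence read.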
Tb PFK block: blocks T. brucei phosphofructokinase; O15648; T. brucei PFK, ADP-Glo luminescence; Potency, µM (titrated, usually from 57.5 µM), for the others: top-dose activity, negative = inhibition, usual class: inhibitors; 0.17% of 330,000 active; AID 485367;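 also: potency is read from the fitted curve at half-maximal effect; 0% = uninhibited 1x PFK enzyme wells and -100% = no-enzyme wells; nearly all actives have a fitted effect of over 60% in size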
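PFK 1.25 nM, F6P 0.5 mM, ATP 0.1 mM, 0.1 M TEA pH 8.0, 5 mM MgCl2, 0.01% Tween20, 0.1% BSA; 45 min RT. ADP-Glo readout. qHTS titration up to 57 uM; curves fitted, compounds curve-classed.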
Coupling enz: coupling enzyme interference in Giardia aldolase counter-screen; coupling enzyme system counterscreen, AmpLite Red fluorescence; AID 2472; 0.67% of 290,000 active; activity change, negative = inhibition, % at 58.2 µM, hits read low; in the data active = activity change below about -30%; also: % is scaled to controls: 0 for no effect and ±100 for the full control effect
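Compounds tested against the coupling enzymes alone at 57.5 uM final; readout was AmpLite Red fluorescence (525/598 nm) after 20 min at RT.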
Active calls of the source: *; ? = inconclusive; nt = no result given; & = joins results of further samples; ! = not confirmed by another sample; [ ] = remark or other dose. Unless noted, calls follow the shape of the dose curve; as a rule, active = well fitted curve in the direction sought with a large enough effect; inconclusive = small, poorly fitted or top-dose-only effect, or another doubt; inactive = no such curve, though single readings can be large; an effect the other way counts as inactive or inconclusive.

SMILES	NPC1 prom act	VP16 counter	ELG1 genotox	KCNH2 3.1 block	Giardia kill	RORg inh	Rab9 prom act	uPA generation	FLuc modulator	Tb PFK block	Coupling enz
CCCCn1c(SCc2nc(N)nc(Nc3ccccc3C)n2)nc2ccccc2c1=O	-2%	17%	-3%	3	4	1%	28%	5%	7%	-2%	-9
O=C(CN1CCN(C(=O)C2COc3ccccc3O2)CC1)Nc1ccc(F)cc1 (stereo unspecified)	-4%	-1%	-3%	?	-9	2%	0%	-4%	-1%	1%	1
COc1ccc(CCNC(=O)CCS(=O)(=O)c2ccc3nc(C)sc3c2)cc1OC	-2%	8%	0%	23	-10	2%	12%	9%	5%	-1%	0
Cc1ccc(OCCn2nc3ccccc3n2)c(C)c1	12%	0%	18µM*	-4	0	?	18%	0%	?	0%	-5
O=S(=O)(NCC1CC1)c1cccc(S(=O)(=O)N2CCCC2)c1	-3%	0%	1%	14	4	-1%	0%	8%	2%	1%	1
CC(C)C(NC(=O)C1CCCCC1)C(=O)Nc1ccc2c(c1)OCCO2 (stereo unspecified)	1.1µM*	-14%	?	1	-6	-14%	2µM*	0%	6µM*	5%	-6
COc1ccccc1OCCNS(=O)(=O)c1ccc2oc3ccccc3c2c1	-2%	?	0%	22	8	-29%	-6%	1%	-7%	-4%	0
COc1ccccc1NC(=O)c1ccc(S(=O)(=O)NCc2ccco2)cc1	-3%	0%	-2%	36	3	5%	-1%	2%	-1%	3%	0
O=C1C=CC2=C3c4cc(O)c(O)cc4CC3(O)COC2=C1O (stereo unspecified)	nt	-13%&-6%	nt	-13	3	3%&-19%	nt	-9%	nt	nt	-38*!
OCC[C@@H]1C[C@@H](O)[C@H](O)[C@]2(CCc3ccccc3CO2)O1	-3%	3%	1%	39	16	9%	2%	18%	0%	-2%	0
CC(C)c1ccc(/C=N/n2c(-c3ccccc3)n[nH]c2=S)cc1	-4%	3.2µM*	-8%	20	4	4µM*	0%	0%	-16%	-4%	1
CCCCCc1cc(O)c2c(C)cc(=O)oc2c1	1%	11µM*	?	-10	-8	3.2µM*	-3%	2%	3%	0%	7
COc1cccc(C(O)c2nccn2Cc2ccccc2)c1OC (stereo unspecified)	2%	4%	-1%	1	-16	-6%	0%	-7%	-2%	1%	1
N=C1/C(=C/c2cccn2Cc2ccc(F)cc2)C(=O)N=C2SC=CN12	0%	-14%	-8%	-1	-2	10µM*	-2%	-11%	-10%	-1%	-2
CSc1cc(-c2ccccc2)n(Cc2c(Cl)cccc2Cl)c(=O)c1C#N	-26%	-4%	1%	-15	12	1%	-25%	3%	0%	-4%	3
CCN(CC)CCN(C(=O)CCS(=O)(=O)c1ccccc1)c1nc2cc(OC)c(OC)cc2s1	2%	3%	3%	-11	-17	?	7%	-6%	-4%	0%	1
COc1ccccc1N1CCN(C2=Nc3cccc4cccc2c34)CC1	?	?	5%	-36	-6	16µM*	?	-14%	3.4µM*	2%	-18
CC(C)Sc1nc2c(c(=O)[nH]c(=O)n2C)n1Cc1ccc(Cl)cc1	-3%	4%	-1%	5	8	-22%	1%	-4%	1%	-6%	-1
O=C(COc1ccccc1)NCC(=O)NC1=NCCS1	12%	-2%	3%	0	-11	0%[10 µM]	-2%	5%	-7%	-2%	2
CCCNC(=S)N(Cc1ccccc1)Cc1nc2ccccc2c(=O)[nH]1	0%	?	1%	-2	-10	13µM*	-4%	1%	1%	2%	0
O=C(NNC(=S)Nc1ccccc1)C1CC1	-3%	0%	1%	-2	-2	?	-7%	10%	0%	-1%	nt
Cn1c(N)c(C(=O)COC(=O)C2(c3ccccc3F)CCCC2)c(=O)n(C)c1=O	2%	-11%	-6%	5	1	?	6%	4%	2%	4%	-13
S=C(NCc1ccco1)Nc1ccc(Br)cn1	11%	3.5µM*	-1%	-3	-1	3.2µM*	-3%	-7%	2%	3%	1
O=C(O)c1cc(N2C(=O)C3CCCCC3C2=O)ccc1NCc1cccnc1 (stereo unspecified)	-4%	6%	2%	-8	7	0%	-4%	1%	-2%	-3%	1
COc1ccc(-c2csc(N(Cc3ccco3)C(=O)c3cccs3)n2)cc1	0%	4%	-3%	-25	13	-2%	-5%	-13%	-13%	-2%	0

The list continues.
SMILES	NPC1 prom act	VP16 counter	ELG1 genotox	KCNH2 3.1 block	Giardia kill	RORg inh	Rab9 prom act	uPA generation	FLuc modulator	Tb PFK block	Coupling enz
CCCCc1nnc(NC(=O)CSCc2cc(=O)n3cc(C)sc3n2)s1	0%	-6%	0%	-14	24	?	-6%	-9%	-3%	3%	1
c1ccc(-c2ccc(OCCCn3cncn3)cc2)cc1	26%	-8%	?	26	-13	?	22%	4%	17µM*	-5%	1
CCn1c(=O)c(C(=O)CN(C)Cc2ccc(F)cc2)c(N)n(Cc2ccccc2)c1=O	4%	-4%	-6%	-84*	2	2%	-1%	-1%	1%	-2%	0
Cc1nc2ccccn2c1P(=Nc1ccccc1)(N(C)C)N(C)C	4%	22%	2%	-13	7	17%	19%	15%	3%	-1%	0
CNC(=O)C1CC(=O)N(Cc2ccccc2)C(=Nc2ccc(OC)cc2)S1 (stereo unspecified)	2%	0%	2%	-1	-20	17%	0%	nt	0%	-1%	1
CCc1[nH]nc(C(=O)N2CCCC(CCC(=O)N3CCN(c4ccccn4)CC3)C2)c1C (stereo unspecified)	0%	-6%	-8%	-16	3	3%	0%	-2%	-15%	0%	4
CNc1c(NS(=O)(=O)c2cc(NC(C)=O)ccc2C)c(=O)oc2ccccc12	4%	1%	-6%	8	-8	-2%	-6%	-4%	1%	-1%	3
COCC(=O)N1CCN(c2cccc(Cl)c2)CC1	-2%	8%	3%	9	14	0%	-5%	-2%	-3%	?	0
COC(=O)CCC(=O)N1CCCC(CO)(Cc2ccccc2F)C1 (stereo unspecified)	3%	-9%	0%	11	-13	-8%	-7%	12%	3%	2%	2
CCOC(=O)CCSc1nc(-c2ccc3c(c2)OCO3)cc(C(F)(F)F)c1C#N	-4%	-3%	-7%	-12	6	-42%	7%	4%	0%	-1%	-11
COc1ccc(-c2ccc3c(c2)S(=O)(=O)c2cccc(C(=O)NC4CC4)c2C3=O)cc1OC	1%	nt	-2%	1	-10	nt	-4%	10%	1%	-3%	nt
C[C@@H](CN1C2=NC[C@H](Cc3ccc(O)cc3)N2C[C@H]1Cc1ccc(O)cc1)NC(=O)CCC1CCCCC1	-3%	-18%	2%	-12	1	-6%	1%	-7%	-1%	0%	-1
Cc1nc2c(-c3ccccc3)cnn2c(N2CCOCC2)c1C	2.5µM*	-24%	6.5µM*	3	-19	?	1.3µM*	-2%	3µM*	2%	-1
COc1cc(NC(=O)c2ccnnc2)cc(C(=O)Nc2cccc(C(F)(F)F)c2)c1	0%	-19%	-2%	-25	-14	9%	2%	-1%	19µM*	-18%	2
O=C(Nc1ccc(F)cc1)C(c1ccccc1)N1CCN(S(=O)(=O)c2ccccc2)CC1 (stereo unspecified)	-3%	-4%	0%	-10	0	5%	1%	1%	-2%	-2%	0

3 records picked at random from those above:
SMILES	NPC1 prom act	VP16 counter	ELG1 genotox	KCNH2 3.1 block	Giardia kill	RORg inh	Rab9 prom act	uPA generation	FLuc modulator	Tb PFK block	Coupling enz
CNC(=O)C1CC(=O)N(Cc2ccccc2)C(=Nc2ccc(OC)cc2)S1 (stereo unspecified)	2%	0%	2%	-1	-20	17%	0%	nt	0%	-1%	1
CCn1c(=O)c(C(=O)CN(C)Cc2ccc(F)cc2)c(N)n(Cc2ccccc2)c1=O	4%	-4%	-6%	-84*	2	2%	-1%	-1%	1%	-2%	0
CCc1[nH]nc(C(=O)N2CCCC(CCC(=O)N3CCN(c4ccccn4)CC3)C2)c1C (stereo unspecified)	0%	-6%	-8%	-16	3	3%	0%	-2%	-15%	0%	4

Molecules above that have a Cl atom (three):
SMILES	NPC1 prom act	VP16 counter	ELG1 genotox	KCNH2 3.1 block	Giardia kill	RORg inh	Rab9 prom act	uPA generation	FLuc modulator	Tb PFK block	Coupling enz
CSc1cc(-c2ccccc2)n(Cc2c(Cl)cccc2Cl)c(=O)c1C#N	-26%	-4%	1%	-15	12	1%	-25%	3%	0%	-4%	3
CC(C)Sc1nc2c(c(=O)[nH]c(=O)n2C)n1Cc1ccc(Cl)cc1	-3%	4%	-1%	5	8	-22%	1%	-4%	1%	-6%	-1
COCC(=O)N1CCN(c2cccc(Cl)c2)CC1	-2%	8%	3%	9	14	0%	-5%	-2%	-3%	?	0
